VLA-4 inh: inhibition in a human VLA-4 binding assay | VLA-4 expressing cells, ligand binding flow cytometry | inhibition, % (about 7 µM as worked out from the volumes in the protocol) | 330,000 compounds, 0.2% hits | P13612; in the data active = inhibition above about 50%
BCLXL inh: Bcl-xL (human) inhibition; 320,000 compounds, 0.7% hits; Q07817; GST-Bcl-xL / FITC-Bim BH3 peptide fluorescence polarization; inhibition, % at 10.9 µM;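 active = inhibition above the mean of all tested compounds plus 3 SD, cutoff set per campaign, cut at about 30% in these data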;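 also: 0% = DMSO wells and 100% = unlabeled Bim-BH3 peptide competitor; inhibitors lower millipolarization by displacing the labeled peptide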
Fam108B counter: counter-screen for RBBP9 inhibitors: inhibitors of mouse Fam108B; 300,000 compounds, 0.33% hits; inhibition, % at 9.51 µM; AID 1947; recombinant Fam108B, FP-Rh probe fluorescence polarization;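 active = inhibition above the screen mean inhibition plus 3 SD, computed separately per campaign, cut at about 18% in these data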;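 also: inhibitors lower polarization as less probe binds the enzyme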
Efflux pump mplx: blocks antifungal efflux pumps in multiplex yeast assay | 330,000 compounds, 0.44% hits | S. cerevisiae Candida pump triplex, Nile Red efflux | inhibition, % at 10 µM | AID 485275;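 active = plate passing quality check with inhibition over a set limit, or well fluorescence over plate mean plus 4 SD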;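 also: Nile Red retained in pooled yeast measured as flow cytometry median fluorescence; 0% = buffer negative control and 100% = Enniatin B positive control; higher means more Nile Red kept so more efflux inhibition; some compounds called inactive have numbers as strong as hits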
MCL1 BIM primary: disrupts human MCL1 binding to BIM-BH3 peptide; 320,000 compounds, 0.68% hits; AID 2057; Q07820; inhibition, % at 10.9 µM; GST-MCL1 / FITC-Bim-BH3 fluorescence polarization;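 active = inhibition above the mean inhibition of all tested compounds plus 3 SD, set per campaign, cut at about 40% in these data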;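 also: 0% = DMSO wells and 100% = unlabeled Bim-BH3 peptide control; higher means more loss of mP so more displacement of Bim peptide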
Target sequence (Q07820 whole entry, looked up): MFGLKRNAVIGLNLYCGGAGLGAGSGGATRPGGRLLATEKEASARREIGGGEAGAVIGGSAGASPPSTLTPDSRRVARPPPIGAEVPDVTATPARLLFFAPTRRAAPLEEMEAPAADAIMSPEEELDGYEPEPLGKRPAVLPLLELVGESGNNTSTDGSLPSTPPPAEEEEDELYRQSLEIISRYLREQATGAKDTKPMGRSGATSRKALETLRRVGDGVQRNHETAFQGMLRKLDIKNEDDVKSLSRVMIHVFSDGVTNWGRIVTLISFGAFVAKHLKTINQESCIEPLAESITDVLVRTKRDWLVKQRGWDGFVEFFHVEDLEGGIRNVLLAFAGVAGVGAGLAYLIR
GRK2 inh: blocks RNA aptamer binding to human GRK2 | AID 488847 | bead flow cytometry, FAM-aptamer displacement from GRK2 | 330,000 compounds, 0.59% hits | P25098 | inhibition of aptamer binding, % at 10 µM;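 active = inhibition of aptamer binding above 40%, roughly 3 SD of noise, on plates passing a quality check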;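 also: median bead fluorescence of bound FAM aptamer so fluorescent compounds give negative values; no value below 0 was filed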
Target sequence (P25098 whole entry, looked up): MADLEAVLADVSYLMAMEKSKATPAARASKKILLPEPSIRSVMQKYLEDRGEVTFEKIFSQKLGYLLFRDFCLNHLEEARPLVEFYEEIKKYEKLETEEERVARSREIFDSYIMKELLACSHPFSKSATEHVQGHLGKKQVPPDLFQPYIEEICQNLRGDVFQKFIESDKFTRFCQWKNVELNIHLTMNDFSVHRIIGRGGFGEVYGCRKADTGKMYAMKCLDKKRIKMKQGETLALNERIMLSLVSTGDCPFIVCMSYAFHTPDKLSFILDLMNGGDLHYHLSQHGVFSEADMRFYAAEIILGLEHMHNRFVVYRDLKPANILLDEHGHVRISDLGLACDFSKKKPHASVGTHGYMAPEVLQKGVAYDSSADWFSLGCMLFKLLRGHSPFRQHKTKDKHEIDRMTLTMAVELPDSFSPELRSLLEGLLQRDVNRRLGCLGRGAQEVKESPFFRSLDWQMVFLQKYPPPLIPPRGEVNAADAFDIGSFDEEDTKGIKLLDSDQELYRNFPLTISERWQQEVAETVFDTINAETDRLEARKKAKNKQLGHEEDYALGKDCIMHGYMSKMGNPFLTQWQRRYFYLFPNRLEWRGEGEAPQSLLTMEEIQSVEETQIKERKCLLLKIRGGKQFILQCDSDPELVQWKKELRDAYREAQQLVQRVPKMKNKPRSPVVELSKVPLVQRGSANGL
MEX-5 binding: C. elegans MEX-5 TCR-2 RNA binding activity; activity score (negative = inhibition of binding), % at 10 µM; MEX-5/FITC-TCR2 RNA binding, fluorescence polarization; stronger effect = lower value; 300,000 compounds, 0.38% hits;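 active = inhibition past about -25% in most replicates, and total fluorescence under double the plate's negative control median, limit read from the data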;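 also: 0% = DMSO and -100% = 5 µM competing unlabeled TCR2 RNA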
GLD-1 TGE inh: GLD-1-TGE RNA interaction inhibition (C. elegans); Q17339; 320,000 compounds, 0.44% hits; purified GLD-1 + fluorescein TGE RNA, fluorescence polarization; inhibition, % at 5.96 µM;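 active = percent inhibition above a per-plate cutoff, the plate mean of test compounds plus 3 SD, cut at about 30% in these data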;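 also: 0% = DMSO wells with GLD-1 and probe and 100% = wells lacking GLD-1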
PME-1 inh: blocks human protein phosphatase methylesterase 1; inhibition, % at 5.9 µM; AID 2130; 320,000 compounds, 0.53% hits; recombinant PME-1, FP-Rh probe fluorescence polarization; Q9Y570;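 active = inhibition above the campaign mean of all compounds plus 3 SD, cut at about 26% in these data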;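 also: competitive labeling of PME-1 active site by serine hydrolase directed probe; 0% = PME-1 with DMSO and 100% = wells lacking PME-1 enzyme; inhibitors block probe labeling so polarization falls and inhibition rises; many of its hits are not listed in these tables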
* hit, by the source's call; nt = no result given. An excerpt; count on the stated rates, not on these rows.

Results follow in this order: Efflux pump mplx	GRK2 inh	PME-1 inh	VLA-4 inh	GLD-1 TGE inh	MCL1 BIM primary	Fam108B counter	MEX-5 binding	BCLXL inh
> Brc1ccc(CSc2nnc(-c3ccco3)o2)cc1
 : -0.1	0	0	2	-6	4	2	-3.8	1
> Cc1ccc(S(=O)(=O)Nc2nncs2)cc1
 : 0.1	0	0	19	5	1	5	0.3	1
> O=C(NCC1(c2ccccc2)CCCC1)c1cccc(Br)c1
 : 0.0	5	1	1	-1	-3	3	-0.4	4
> N=c1sccn1CC(=O)Nc1ccccc1-c1ccccc1
 : 0.0	0	5	12	-1	6	1	-2.2	1
> CCCc1nc(N)c(C#N)c(-c2ccco2)c1CC
 : -0.1	4	-1	-6	-2	10	1	-0.6	4
> COc1ccc(C(=O)NCc2cnn(C)c2)cc1OC1CCN(C(C)C)CC1
 : -0.2	1	0	9	8	-1	-2	0.2	2
> CCOC(=O)C1CCN(C(=O)c2ccc3c(Cl)c4c(nc3c2)CCCC4)CC1
 : 0.2	0	2	-83	-9	6	5	0.3	2
> NC(=O)CC(NC(=O)Cc1ccc(Cl)cc1)c1ccc(NC2CCCCCCC2)c([N+](=O)[O-])c1 (stereo unspecified)
 : -0.1	0	3	-6	0	2	5	-2.0	11
> COc1ccc(NC(C)=O)cc1S(=O)(=O)N1CCN(C(=O)c2ccccc2F)CC1
 : -0.1	2	1	-1	3	-6	-2	-0.8	3
> Clc1ccc(CNc2ccccc2NCc2ccc(Cl)nc2)cn1
 : -0.2	0	6	9	3	3	1	-2.2	12
> CCC1CCCCN1C(=O)Nc1ccc(F)cc1 (stereo unspecified)
 : 0.1	1	-12	5	5	1	1	0.8	1
> CCOC(=O)N1CCC(NC(=O)c2cc(COc3ccccc3SC)on2)CC1
 : -0.1	0	-1	-8	0	1	0	-5.7	4
> CCS(=O)(=O)N1Cc2ccccc2CC1C(=O)Nc1ccc(F)c(F)c1F (stereo unspecified)
 : -0.1	0	0	4	5	-3	-1	-1.6	-3
> COCCCNC(=S)NNC(=S)Nc1ccccc1
 : 0.0	0	1	26	-2	12	0	-2.9	14
> CC(C)(C)C(=O)Nc1ccc(S(=O)(=O)N2CCC(c3nc4ccccc4[nH]3)CC2)cc1
 : 0.0	0	-19	-5	5	-4	-9	2.3	1
> Cc1cc(=O)n2[nH]c(SCc3c(F)cccc3Cl)nc2n1
 : -0.1	0	-4	-3	-2	3	2	2.6	-1
> CCCOc1ccc(C(CC(=O)O)NC(=O)Cc2ccccc2)cc1 (stereo unspecified)
 : 0.0	0	-1	14	6	-5	-1	-1.2	3
> Cc1ccc(NC(=S)N2CCC(N(C)CC3CCCO3)CC2)c(C)c1 (stereo unspecified)
 : 0.0	0	-4	-2	2	9	4	-2.0	4
> O=[N+]([O-])c1ccc(NC(=S)N/C(=N/CS(=O)(=O)c2ccccc2)c2ccccc2)cc1
 : 0.1	0	-1	14	-3	14	-8	1.3	7
> CCn1c(CCNC(=O)c2ccco2)nc2ccccc21
 : 0.1	4	-1	4	-3	0	4	1.0	-1
> COc1ccc(C(=O)NCc2nnc(SCC(=O)Nc3ccccc3OC)o2)cc1
 : -0.1	3	3	0	4	1	-2	nt	2
> CCN=c1sc2ccccc2n1CC(O)COc1ccccc1 (stereo unspecified)
 : 0.0	1	2	-7	-1	-3	-2	-3.3	1
> COC(=O)CNC(=O)c1cn(-c2ccc(C)c(C)c2)c(=O)c2ccccc12
 : -0.2	0	-2	-3	0	-1	1	1.1	7
> Cc1cccc(N2CC(C(=O)Nc3nnc(SCC(=O)Nc4cc(C)on4)s3)CC2=O)c1 (stereo unspecified)
 : 0.1	30	-16	10	-11	-21	-10	1.2	-9
> COc1ccccc1OCC(=O)Nc1nonc1NC(=O)COc1ccccc1OC
 : -8.5	0	6	7	3	13	3	-1.1	4
> Cc1cc(C)c2c(n1)SCC(=O)N2CC(=O)NCCC1=CCCCC1
 : 0.2	2	1	27	1	1	4	2.4	3
> CCN(CC)CCNC(=O)C(=O)NCC1OCCN1S(=O)(=O)c1ccc(Cl)cc1 (stereo unspecified)
 : -4.8	0	-3	-4	1	-4	-4	0.1	0
> O=C1CSC(=Nc2cc(Cl)ccc2Cl)N1
 : -0.1	2	1	-10	-4	3	4	-2.5	1
> Cc1cc(=O)oc2cc(OCC(=O)NCCCN3CCOCC3)c(Cl)cc12
 : -0.1	1	3	1	-3	-2	6	-1.7	3
> CCSc1nnc(-c2cc3c(s2)-c2ccccc2CC3)o1
 : -0.1	0	5	-9	3	4	-4	-0.1	1
> C/C(CC(=O)Nc1ccc2c(c1)OCO2)=N\NC(=O)c1ccc(N)cc1
 : 0.1	2	-6	1	4	9	-4	1.2	5
> O=C(COc1ccc(S(=O)(=O)N2CCOCC2)cc1)N1CCc2ccccc2C1
 : -0.1	0	-4	-21	6	2	-2	2.3	2
> O=C(NCCCN1CCOCC1)c1cc(-c2ccc(Cl)cc2)on1
 : -0.3	0	-3	-5	0	3	1	2.5	-1
> CC(=O)N(/N=C/c1ccc([N+](=O)[O-])o1)c1nc2ccccc2c(=O)n1-c1ccccc1
 : -0.1	0	-1	18	-1	6	3	-2.1	7
> COc1ccccc1OCCn1c(CO)nc2ccccc21
 : 0.4	4	-12	1	5	0	-2	-0.3	0
> COC(=O)Cn1c(CN(C)Cc2ccccc2)nc2c1c(=O)n(C)c(=O)n2C
 : 0.1	22	0	-3	-5	3	2	-3.4	7
> Cc1ccccc1NS(=O)(=O)c1ccc(C(=O)N2CCN(c3ccccc3O)CC2)cc1
 : 0.3	2	4	-5	-2	-5	2	-4.2	8
> Cc1noc(C)c1COc1ccc(C(=O)OCC(=O)c2ccc3c(c2)OCCO3)cc1
 : -0.2	0	-3	1	0	1	0	-1.1	4
> Clc1ccc2[nH]c3c(NCCN4CCOCC4)ncnc3c2c1
 : -0.1	0	0	12	5	-9	5	0.0	1
> CCCCCCC1CCC(C(=O)N2CCOCC2)CC1 (stereo unspecified)
 : 0.0	0	-2	5	-1	0	-1	-0.6	4
> Fc1ccc(-c2nc(-c3cccs3)no2)cc1
 : -0.1	0	4	-2	5	1	2	nt	6
> COc1ccc(-c2nn3c(-c4ccccn4)nnc3s2)cc1OC
 : 0.0	0	-1	1	3	4	5	2.9	9
> CCCSc1ncccc1C(=O)O
 : 0.0	0	3	-3	-1	-4	-4	-1.8	0
> C1CN(CC23CC4CC(CC(C4)C2)C3)CCO1
 : 0.0	2	-2	14	-1	-12	-2	0.6	-4
> CC1(C)NC(=O)N(CC(=O)N2CCN(c3cccc(C(F)(F)F)c3)CC2)C1=O
 : 0.0	0	-4	10	4	-10	0	2.9	-11
> O=C(OCC(=O)N1CCN(C(=O)c2ccco2)CC1)c1ccccc1C(=O)c1ccc(Cl)cc1
 : 0.0	3	-1	-11	0	12	-3	5.1	6
> Cc1ccc(N2C(=O)CC(N3CCN(S(=O)(=O)c4ccccc4)CC3)C2=O)c(C)c1 (stereo unspecified)
 : -0.1	2	3	-14	8	7	-1	-0.2	4
> Cc1cc(C)cc(NC(=O)Nc2ccc(-n3ccc(C(F)(F)F)n3)cc2)c1
 : -0.2	0	-10	3	7	4	-4	-1.7	8
> COC(=O)[C@H](C)NC(=O)NC1CCN(Cc2ccccc2)CC1
 : 0.2	1	0	9	4	5	0	-1.5	8
> COC(=O)c1c(NC(=O)CN2CCN(c3ccccc3Cl)CC2)sc(C)c1C
 : -1.0	2	-5	10	1	15	-1	1.2	5
> COc1ccc(C2NC(=O)CCC2[N+](=O)[O-])c(OC)c1OC (stereo unspecified)
 : -0.1	1	-2	9	-6	1	2	0.7	2
> Cc1ccc2nc(-c3ccc(-c4cccc(Cl)c4)cc3)c(NCc3ccccc3)n2c1
 : 0.1	0	2	-33	1	78*	6	3.7	50*
> CCOC(=O)C1=C(C)OC(N)=C(C#N)C1c1cc2c(cc1Br)OCO2 (stereo unspecified)
 : 0.2	5	1	14	0	-21	-5	-3.3	-15
> Cc1c(C(=O)Nc2ccncc2)sc2nc(-c3ccccc3)cn12
 : 0.0	1	-16	0	-5	-10	-1	1.1	0
> CC(C)n1cnc2c(Nc3cccc(F)c3)nc(NCCO)nc21
 : 0.0	0	1	-8	-8	9	4	-2.4	3
> NC1=NC2(CCCCC2)N=C(Nc2ccc(F)cc2F)N1
 : 0.0	5	1	-6	2	5	-2	0.3	0
> COc1cc2cnc(-c3ccsc3)cc2cc1OC
 : -0.4	0	nt	3	1	nt	nt	nt	nt
> Cc1cc(NC(=O)c2noc3c2CCCC3)nn1Cc1ccc(Cl)cc1
 : 0.0	1	0	nt	1	2	-4	0.7	1
> Cc1cccn2c(=O)nc(SCC(=O)N3CC(C)OC(C)C3)nc12 (stereo unspecified)
 : 0.1	0	3	14	-8	9	1	-2.4	5
> Cc1ccc(N(CC(=O)NC2CCCCC2C)S(=O)(=O)c2c(C)nn(C)c2C)cc1 (stereo unspecified)
 : 0.1	0	-1	-3	-5	-1	2	0.4	5

The listing continues.
Results follow in this order: Efflux pump mplx	GRK2 inh	PME-1 inh	VLA-4 inh	GLD-1 TGE inh	MCL1 BIM primary	Fam108B counter	MEX-5 binding	BCLXL inh
> CCOc1ccccc1N1CC(C(=O)N2CCc3ccccc32)CC1=O (stereo unspecified)
 : 0.2	3	9	7	-3	-5	0	1.0	-1
> CSc1nnc(C)c(=O)n1COC(=O)COc1ccccc1C
 : -0.1	0	4	23	4	3	-2	0.3	-1
> Cc1ccc(OCC(=O)Nc2ccc(C)c(S(=O)(=O)N3CCCCCC3)c2)c([N+](=O)[O-])n1
 : 0.0	1	1	-6	2	-1	6	-0.8	1
> NS(=O)(=O)c1ccc(CCNC(=O)c2cc([N+](=O)[O-])ccc2N2CCOCC2)cc1
 : -0.2	1	5	8	7	-3	nt	nt	1
> CCOC(=O)C(C(=O)OCC)C1CS(=O)(=O)CC1C(C(=O)OCC)C(=O)OCC (stereo unspecified)
 : 0.2	3	-7	-8	-5	1	-6	-1.8	1
> CCCCn1c(C2CCCCC2)nc2cc3[nH]c(=O)c(C(C)C)nc3cc21
 : 0.0	0	-1	-10	11	28	-4	-4.9	24
> C[C@H]1CN(Cc2ccccc2)C(=O)[C@@H]1CC(=O)NCc1ccccc1
 : 0.0	0	3	-4	-3	3	2	-1.2	3
> CCN1C(=O)[C@H]2[C@@H](c3ccc(-c4ccc(F)cc4)c(OC)c3)N[C@@](CC(C)C)(C(=O)OC)[C@H]2C1=O
 : 0.2	0	-4	19	-3	-5	0	-2.3	4
> CCOC(=O)N1CCC(NC(=O)C2CCN(C(=O)N3CCOc4ccccc43)CC2)CC1
 : 0.1	0	-2	14	4	6	-1	-0.1	3
> O=C(O)c1ccccc1C(=O)c1cccc2ccccc12
 : -0.2	1	2	-1	2	3	1	2.2	1
> Cc1ccc(S(=O)(=O)NCC(=O)OCC(=O)N2CCc3ccccc32)cc1
 : 0.1	1	-7	12	-1	-1	-2	-1.4	6
> COCC(=O)NCCc1nc(-c2ccccc2)cs1
 : -0.1	0	-2	8	-2	3	3	-4.3	5
> O=c1[nH]c2ccccc2n1CCCSc1cnc2ccccc2n1
 : -0.1	1	-3	2	5	3	-5	-0.3	-3
> O=C(COC(=O)c1ccccc1Br)Nc1nnc(-c2ccccc2)o1
 : 0.1	2	-3	-23	7	3	-5	-1.7	-2
> O=C1NN(c2cccc(Br)c2)C(=O)/C1=C/c1ccc(-c2cc([N+](=O)[O-])ccc2O)o1
 : 0.0	0	0	-43	4	21	20*	-1.3	10
> COc1ccc(C2=NCCNC(C(F)(F)F)=C2)cc1
 : 0.2	2	-7	4	-6	3	-7	-0.8	3
